# CIT2 TOR yeast: yeast TOR pathway CIT2-GFP modulation; S. cerevisiae CIT2-GFP strain, flow cytometry, 3 h; 100 means same as DMSO wells; GFP response vs DMSO, % at 10 µM; 320,000 compounds, 0.065% hits; AID 2029;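 active = GFP response relative to DMSO above a set limit, near the screen mean plus 3 SD, cut at about 150% in these data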;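 note: ratio of well median GFP fluorescence to mean of DMSO wells on the plate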
# GLD-1 RNA inh: GLD-1-TGE RNA interaction inhibition (C. elegans); Q17339; purified GLD-1 + fluorescein TGE RNA, fluorescence polarization; inhibition, % at 5.96 µM; 320,000 compounds, 0.44% hits; AID 2280;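 active = percent inhibition above a per-plate cutoff, the plate mean of test compounds plus 3 SD, cut at about 30% in these data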;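 note: 0% = DMSO wells with GLD-1 and probe and 100% = wells lacking GLD-1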
# Target sequence (Q17339 whole entry, looked up): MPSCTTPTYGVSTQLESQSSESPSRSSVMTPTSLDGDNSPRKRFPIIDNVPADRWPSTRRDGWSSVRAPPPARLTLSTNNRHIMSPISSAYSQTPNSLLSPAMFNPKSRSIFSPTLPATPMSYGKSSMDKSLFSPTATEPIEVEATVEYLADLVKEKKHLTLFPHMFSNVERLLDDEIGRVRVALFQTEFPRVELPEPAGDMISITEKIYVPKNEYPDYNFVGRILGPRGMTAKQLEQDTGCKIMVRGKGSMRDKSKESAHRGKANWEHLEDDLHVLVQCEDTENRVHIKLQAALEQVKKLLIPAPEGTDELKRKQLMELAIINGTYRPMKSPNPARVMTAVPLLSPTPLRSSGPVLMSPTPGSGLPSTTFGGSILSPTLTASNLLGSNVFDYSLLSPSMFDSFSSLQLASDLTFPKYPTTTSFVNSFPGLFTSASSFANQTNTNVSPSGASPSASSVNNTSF
# GRK2 aptamer HTS: blocks RNA aptamer binding to human GRK2; P25098; bead flow cytometry, FAM-aptamer displacement from GRK2; inhibition of aptamer binding, % at 10 µM; 330,000 compounds, 0.59% hits;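 active = inhibition of aptamer binding above 40%, roughly 3 SD of noise, on plates passing a quality check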;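 note: median bead fluorescence of bound FAM aptamer so fluorescent compounds give negative values; no value below 0 was filed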
# MCL1 BIM primary: MCL1-BIM-BH3 interaction inhibition (human); 320,000 compounds, 0.68% hits; inhibition, % at 10.9 µM; GST-MCL1 / FITC-Bim-BH3 fluorescence polarization; Q07820;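 active = inhibition above the mean inhibition of all tested compounds plus 3 SD, set per campaign, cut at about 40% in these data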;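 note: 0% = DMSO wells and 100% = unlabeled Bim-BH3 peptide control; higher means more loss of mP so more displacement of Bim peptide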
# Fam108B inh: Fam108B inhibition, counter-screen for RBBP9 inhibitors; recombinant Fam108B, FP-Rh probe fluorescence polarization; inhibition, % at 9.51 µM; 300,000 compounds, 0.33% hits; AID 1947;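 active = inhibition above the screen mean inhibition plus 3 SD, computed separately per campaign, cut at about 18% in these data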;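 note: inhibitors lower polarization as less probe binds the enzyme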
# MEX-5 binding: C. elegans MEX-5 TCR-2 RNA binding activity; activity score (negative = inhibition of binding), % at 10 µM; MEX-5/FITC-TCR2 RNA binding, fluorescence polarization; hits give low values; 300,000 compounds, 0.38% hits; Q9XUB2; AID 1832;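 active = inhibition past about -25% in most replicates, and total fluorescence under double the plate's negative control median, limit read from the data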;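 note: 0% = DMSO and -100% = 5 µM competing unlabeled TCR2 RNA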
# Target sequence (Q9XUB2 whole entry, looked up): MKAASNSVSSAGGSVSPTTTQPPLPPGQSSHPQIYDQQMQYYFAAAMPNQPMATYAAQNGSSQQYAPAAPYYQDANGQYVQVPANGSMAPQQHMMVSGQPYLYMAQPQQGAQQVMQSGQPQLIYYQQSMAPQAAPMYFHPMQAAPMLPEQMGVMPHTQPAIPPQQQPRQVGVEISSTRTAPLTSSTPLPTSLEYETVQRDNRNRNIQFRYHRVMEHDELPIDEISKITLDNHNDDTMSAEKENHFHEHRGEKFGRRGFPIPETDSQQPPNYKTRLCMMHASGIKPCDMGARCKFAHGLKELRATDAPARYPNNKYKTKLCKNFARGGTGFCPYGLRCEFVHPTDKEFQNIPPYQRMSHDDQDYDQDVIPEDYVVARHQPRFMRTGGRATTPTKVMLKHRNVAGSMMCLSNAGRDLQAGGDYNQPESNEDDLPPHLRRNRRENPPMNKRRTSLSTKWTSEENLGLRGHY
# VLA-4 inh: inhibition in a human VLA-4 binding assay; AID 2557; VLA-4 expressing cells, ligand binding flow cytometry; inhibition, % (about 7 µM as worked out from the volumes in the protocol); 330,000 compounds, 0.2% hits; P13612; in the data active = inhibition above about 50%
# Bcl-xL primary: inhibitors of human Bcl-xL. 320,000 compounds, 0.7% hits. Q07817. GST-Bcl-xL / FITC-Bim BH3 peptide fluorescence polarization. inhibition, % at 10.9 µM;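 active = inhibition above the mean of all tested compounds plus 3 SD, cutoff set per campaign, cut at about 30% in these data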;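 note: 0% = DMSO wells and 100% = unlabeled Bim-BH3 peptide competitor; inhibitors lower millipolarization by displacing the labeled peptide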
# AGP1-GFP MLPCN: yeast TOR pathway AGP1-GFP modulation | S. cerevisiae AGP1-GFP multiplex flow cytometry, 3 h; GFP as percent of DMSO wells | 320,000 compounds, 0.02% hits | AID 2066 | GFP response vs DMSO, % at 10 µM;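 active = GFP response relative to DMSO above a set limit, near screen average plus 3 SD, cut at about 150% in these data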;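 note: median GFP channel fluorescence of the gated AGP1 strain per well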
# Starred values were filed as active, the others as inactive; . = not tested or not shown; [ ] = another dose, or the depositor's remark. Outcome played no part in choosing rows; about 2.2% have a hit in one of these screens.
SMILES	CIT2 TOR yeast	GLD-1 RNA inh	GRK2 aptamer HTS	MCL1 BIM primary	Fam108B inh	MEX-5 binding	VLA-4 inh	Bcl-xL primary	AGP1-GFP MLPCN
Cc1ccccc1Cn1c(C(=O)OC(C)C)cc2c1ccn2C	103	9	0	2	1	0.9	-10	8	100
O=C(O)CCn1c(C(=O)O)cc2sccc21	83	-8	5	1	4	0.4	5	3	92
O=S(=O)(Nc1ccc(Cl)cn1)c1ccc(F)cc1	103	-7	0	0	0	0.9	2	1	96
CCOC(=O)CC(NS(=O)(=O)Cc1ccccc1)c1ccc(C)cc1 (centres undefined)	100	0	5	12	1	0.8	-1	4	94
Cc1csc(NC(=O)CSc2ccc3nnc(-c4ccncc4)n3n2)n1	106	-82	0	-2	0	0.4	0	4	101
CCOC(=O)Cn1c(=NC(=O)CSC(C)=O)sc2ccccc21	96	-2	2	5	5	-1.4	19	1	106
COc1nc(C)nc(C)c1Oc1ccc(Cl)cc1Cl	98	-1	2	1	-4	2.3	-11	5	91
Cn1c(CSCc2ccc(Cl)c(Cl)c2)n[nH]c1=S	94	-5	4	-7	5	-0.5	-6	-10	95
COC(=O)c1c(C)cc(C)c2c1CC(C)(C)C2=O	103	7	0	1	0	-0.7	1	0	102
COC(=O)Nc1ccc(S(=O)(=O)N2CCCc3cccc(O)c32)cc1	90	1	2	-7	-1	0.8	-6	1	89
Cc1nn(-c2ccccc2)c(Oc2ccccc2)c1C=O	94	0	2	7	1	-1.4	3	4	100
C(=C\c1ccccc1)/CN1CCN(Cc2nc(Cc3ccccc3)no2)CC1	101	-4	0	10	2	0.2	0	2	98
O=C(Nc1cccnc1)c1ccc(-c2cc(Cl)ccc2Cl)o1	100	-3	0	-1	0	-0.4	-4	-5	87
O=C(O)CC12CSc3[nH]c(=O)sc3C1c1ccccc1OC2=O (centres undefined)	101	5	2	7	2	-0.6	40	1	103
O=C(Nc1ccccc1)C(=O)Nc1cccnc1	101	0	1	0	2	0.3	7	7	104
CN1CCC(NC(=O)c2ccncc2)CC1	108	3	0	5	-3	-0.4	8	7	104
O=C(CN(C(=O)CNS(=O)(=O)c1ccccc1)c1ccc2c(c1)OCCO2)NC1CCCCC1	105	3	0	4	-3	0.2	5	7	108
Cc1nn(CCC(=O)NCCc2ccccc2Cl)c(=O)c2nn(-c3ccccc3)c(C)c12	112	3	0	-2	-1	-1.4	-1	0	112
C=CCN1C(=O)c2ccc(C(=O)N(C)CC(=O)Nc3ccccc3C(F)(F)F)cc2C1=O	101	2	1	-5	1	-0.1	-4	-6	88
COc1ccc(CCN(Cc2ccc(C(C)C)cc2)S(=O)(=O)c2ccc(S(=O)(=O)N(C)C)cc2)cc1OC	104	1	2	8	2	-1.4	7	2	104
Cc1cccc(Cl)c1OCCCn1ccnc1	113	0	0	-4	0	0.3	-4	2	88
Nn1c(N2CCCCC2)nc2ccccc21	118	0	0	11	9	-1.5	-14	6	117
CCCc1nnc(SCC(=O)N2C(C)CCCC2C)n1CC1CCCO1 (centres undefined)	105	4	0	6	-2	2.8	-7	1	104
CCNC(=S)N1CCN(c2nc(CC)nc3sc4c(c23)CCCC4)CC1	97	3	0	5	3	0.8	1	7	96
CCOCCCn1c(=S)[nH]c2cc(C(=O)NCCc3ccccc3)ccc2c1=O	109	0	0	0	-5	1.1	-5	-4	107
O=C(NCC(c1ccco1)N1CCCCC1)c1ccc(COc2ccccc2)cc1 (centres undefined)	91	6	0	5	-4	0.6	7	-1	99
Cc1cc(F)ccc1S(=O)(=O)N1CCCOC1CNC(=O)C(=O)NCc1ccccn1 (centres undefined)	102	0	3	12	5	-2.3	8	11	96
C=CCn1c(-c2ccc(OC)cc2)nc2nc3ccccc3nc21	105	3	0	7	0	-0.4	4	7	94
COc1ccc(S(=O)(=O)N2CCN(Cc3cc(OC)c(O)c(OC)c3)CC2)cc1	103	5	0	1	2	-2.3	-2	8	93
CCCCCN1C2=NCCN2c2ccccc21	106	-3	3	3	-2	-3.5	-1	-3	105
CCN(CC)S(=O)(=O)c1ccc2nnn(OCC(=O)Nc3cccc(C#N)c3)c2c1	98	1	3	7	-1	1.1	14	5	103
CCOC(=O)CSc1nnc(CNC(=O)c2ccc(OC)cc2)n1-c1ccc(OC)cc1	98	4	0	0	-2	.	1	1	103
CCOC(=O)C1CN(S(=O)(=O)c2cccs2)c2ccc(CC(=O)OC)cc2O1 (centres undefined)	123[may fluoresce green]	4	3	1	4	0.4	-6	2	110[may fluoresce green]
O=C(CNS(=O)(=O)c1ccc(C(=O)N2CCCCC2)cc1)N1CCCCC1	91	3	3	7	3	2.5	-6	4	98
Cc1cccn2c(=O)c3cc(C#N)c(=NC(=O)c4cccs4)n(CCCOC(C)C)c3nc12	97	57*	10	74*	-1	-45*	-37	71*	104
CCOC(=O)C(C)Oc1ccsc1C(=O)OC (centres undefined)	101	-7	0	2	0	0.3	14	-1	100
CCOC(=O)N1CCN(C(=O)c2ccccc2SCC(=O)NCC2CCCCC2)CC1	91	1	0	4	-2	2.0	7	2	103
CCN(CC)S(=O)(=O)c1ccc(C(=O)NN(C)C2=NS(=O)(=O)c3ccccc32)cc1	105	-4	.	-10	-2	0.8	15	-6	92
O=C1CSC(=Nc2cccc(C(=O)O)c2)N1	98	-6	2	3	-1	0.4	5	3	95
O=C(CCc1ccccc1)N=C1SC2CS(=O)(=O)CC2N1Cc1ccc(F)cc1 (centres undefined)	102	-6	0	11	1	2.8	2	11	94
CC(=O)c1cccc(Nc2c([N+](=O)[O-])c(=O)oc3ccccc23)c1	95	2	3	-4	2	-0.5	3	1	107
CCN(CC(=O)Nc1ccccc1C(F)(F)F)C(=O)c1ccccc1SCC(=O)N1CCCC1	88	5	0	0	0	0.8	-16	2	99
CCOc1cc(NC(=S)Nc2ccccc2)c(OCC)cc1NC(=O)c1ccc(OC)cc1	96	-2	5	11	2	-1.7	17	9	101
Cc1cc(Cl)ccc1OCCCC(=O)NN	97	-3	0	6	1	-0.3	1	5	95
O=C(c1ccccc1)N1CCN=C1c1ccccc1	108	9	0	6	6	1.7	16	2	102
CC(C)CCN(C)C1CCN(S(=O)(=O)c2cccc(C(F)(F)F)c2)CC1	109	5	0	-4	2	-1.3	9	6	106
O=C(Nc1nnc(-c2cccs2)s1)C1CC1	97	6	1	5	7	.	-3	6	106
Cc1cccc(N/C(N)=N/c2nc(C(F)(F)F)cc(=O)[nH]2)c1C	107	4	0	-1	6	0.5	17	3	105
COc1ccc(C(=O)NNC(=S)NC(=O)c2cc(-c3ccccc3)nc3ccccc23)cc1	105	-8	0	13	-6	-3.8	-1	12	101
CCC(=O)N(CCc1ccccc1)Cc1cc2ccc(OC)cc2[nH]c1=O	81	-4	0	6	-8	-1.3	11	4	87

# Later entries
SMILES	CIT2 TOR yeast	GLD-1 RNA inh	GRK2 aptamer HTS	MCL1 BIM primary	Fam108B inh	MEX-5 binding	VLA-4 inh	Bcl-xL primary	AGP1-GFP MLPCN
CC1CC(C)CN(C(=O)CCn2c(=O)oc3ccccc32)C1 (centres undefined)	99[may fluoresce green]	0	0	0	2	-6.2	-2	0	101[may fluoresce green]
C=CCn1c(N2CCCC2)nc2c1c(=O)[nH]c(=O)n2C	101	3	3	6	2	-0.7	-4	4	109
Cc1cc(C)n(-c2cccc(CN(C)Cc3nc(-c4cnccn4)no3)c2)n1	96	-9	1	-2	-4	0.1	39	1	105
COc1ccc(C(CC(=O)Nc2cc(OC)cc(OC)c2)n2cccc2)cc1 (centres undefined)	103	2	3	-4	0	1.4	19	-3	104
O=C(c1cc(-c2ccccc2)nc2ccccc12)N1CCCC1	106	2	0	4	-2	1.6	18	3	104
O=C(C1CCN(S(=O)(=O)c2ccc(-n3cnnn3)cc2)CC1)N1CCN(c2ccccc2)CC1	98	-3	0	-2	0	-1.0	0	5	97
CCN(CC(=O)Nc1ccc(NC(C)=O)cc1)C(=O)CCCc1c[nH]c2ccccc12	98	6	4	5	.	.	-4	8	104
COC(=O)c1c(NC(=O)c2cccnc2)sc(C)c1C	82	7	1	8	0	-2.4	7	6	82
Cc1nc2c(C(=O)N3CCOCC3)cnn2c(C)c1Cc1ccc(Cl)cc1	97	4	0	9	-5	0.3	4	3	99
CCC1CCCCN1C(=S)NC(=O)c1cc(Br)ccc1Cl (centres undefined)	99	6	2	5	.	.	4	10	95
COc1ccc(Cl)cc1S(=O)(=O)N1CCCc2ccccc21	90	3	2	3	1	0.4	10	4	98
Cc1cc(NC(=O)Nc2cc(Cl)ccc2C)no1	101	9	4	10	0	1.0	9	6	99
Cc1nnc2c3ccccc3c(Cl)nn12	92	9	1	3	3	-0.1	26	-2	97
Cc1cccnc1NC(=O)c1ccc2nc(N)sc2c1	92	4	1	-4	-3	0.9	13	0	95
CC1CN=C(c2cccn2Cc2ccc(F)cc2Cl)O1 (centres undefined)	103	1	3	4	0	-0.8	0	3	100
CCN1CCCC1Cn1cnc2c([nH]c3cc(OC)ccc32)c1=O (centres undefined)	113	-1	0	4	1	-0.3	-7	2	96
O=C(O)CNS(=O)(=O)c1ccc2c3c(cccc13)C(=O)N2	115	.	78*	.	.	-8.7	-13	.	62
CN(CC(=O)Nc1ccc(Cl)c(C(F)(F)F)c1)C(=O)c1cn2ccccc2n1	101	3	2	-17	-1	0.1	-5	-13	103
COc1ccc(Cc2nc3ccc(C(=O)N(C)CCO)cc3o2)cc1	112	-8	0	-2	8	0.2	1	0	105
COc1ccc(CC(O)COS(N)(=O)=O)cc1 (centres undefined)	83	8	0	6	0	2.5	-9	1	88
CCOC(=O)CN(C(=O)CSc1nnc(COc2ccc(OC)cc2)n1C)c1ccccc1	97	2	2	4	1	-0.4	-4	3	97
CN(CC(=O)Nc1ccccc1Cl)C(=O)CCNC(=O)Nc1ccccc1	106	-4	7	.	.	.	-2	.	106
COc1ccc(N2C(=O)C3CCCN3C2c2cccs2)cc1 (centres undefined)	95	4	2	3	0	-3.0	30	1	102
CCN(CC)CCN(Cc1cc2ccc(C)cc2[nH]c1=O)C(=O)Nc1ccc(Cl)cc1	107	-8	0	-3	-1	-1.7	-4	4	106
COc1ccccc1CNC(=O)COc1ccc(S(=O)(=O)N2CCOCC2)cc1C	91	4	1	2	-4	-3.5	13	0	98
O=C(NCC1(N2CCOCC2)CCCCC1)c1ccc(S(=O)(=O)Nc2ccccc2F)cc1	99	2	0	7	1	-2.4	9	-3	98
COc1ccc(CN(Cc2cccn2C)S(=O)(=O)c2ccc(C)cc2)cc1	88	0	0	-1	-1	1.8	8	3	95
COc1ccc(C(CNC(=O)c2ccc(N3CCCC3=O)cc2)N(C)C)cc1 (centres undefined)	101	-2	2	-2	2	0.4	6	-2	95
O=C(CNC(=O)c1ccccc1)NCC1COc2ccccc2O1 (centres undefined)	98	11	0	6	4	-0.3	1	-2	98

# Screens deposited in PubChem by several laboratories.
